Source: PubChem (The Scripps Research Institute Molecular Screening Center)
M1 ag parental: M1 agonist counterscreen hit in parental CHO-K1 cells. Fluo-8 calcium fluorescence; scaled to maximal ATP response, vehicle zero. hit rate 0.48% among 360,000. activation, % at 3 µM. AID 602248; in the data active = activation above about 15%;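 also: untransfected CHO-K1 host cells lacking M1 receptor as counterscreen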
V1R ag counter: counter-screen for oxytocin receptor agonists: human V1a receptor agonists; activation, % at 3 µM; CHO-V1R cells, Fluo-8 calcium fluorescence, agonist mode; 0% DMSO, 100% 3 nM vasopressin; hit rate 0.25% among 320,000;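 active = activation above the mean activation of all tested compounds plus 3 SD, per screening run, cut at about 20% in these data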;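 also: signal is peak over basal fluorescence ratio across a 100 second FLIPR read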
Target sequence (P37288 whole entry, looked up): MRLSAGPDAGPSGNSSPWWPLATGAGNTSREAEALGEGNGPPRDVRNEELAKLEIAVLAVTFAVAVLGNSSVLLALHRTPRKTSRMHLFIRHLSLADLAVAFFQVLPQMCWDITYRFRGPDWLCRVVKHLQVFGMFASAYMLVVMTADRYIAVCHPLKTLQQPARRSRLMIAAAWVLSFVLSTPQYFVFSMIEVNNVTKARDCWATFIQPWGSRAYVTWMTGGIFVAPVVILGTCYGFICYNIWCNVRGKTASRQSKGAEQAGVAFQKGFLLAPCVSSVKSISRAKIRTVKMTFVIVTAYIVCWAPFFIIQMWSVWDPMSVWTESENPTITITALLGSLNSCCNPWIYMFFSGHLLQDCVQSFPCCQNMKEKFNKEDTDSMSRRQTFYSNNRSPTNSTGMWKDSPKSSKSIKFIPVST
CHO-K1 Ca PAM: nonselective activator or artifact in parental CHO-K1 calcium assay | ATP EC20, Fluo-8 calcium fluorescence; 0% at ATP EC20, 100% at ATP max | activation, % at 3 µM | hit rate 0.02% among 360,000;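 active = activation above the run cutoff, the mean activation of all test compounds plus 3 SD, cut at about 40% in these data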;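 also: peak over basal fluorescence ratio in a 140 s read after ATP addition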
OXTR potentiator: human OXTR potentiation | CHO-OTR cells, Fluo-8 calcium fluorescence, potentiator mode; 0% = oxytocin EC15, 100% = EC100 | activation, % at 3 µM | AID 2445 | hit rate 0.061% among 320,000;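 active = activation above that plate's cutoff, the mean activation of tested compounds plus 3 SD, cut at about 6.6% in these data, passing the limit was not always enough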;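 also: 100% uses oxytocin at 75 nM as the full agonist control; some results filed as inactive read as strong as hits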
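System: human OTR in CHO cells; Also added: sub-maximal oxytocin, roughly EC15; Timing: compound 6 min at room temperature before oxytocin, 100 s read; Technique: Fluo-8 intracellular calcium fluorescence, ex 470-495, em 515-575 nm; Controls: oxytocin EC15 low and EC100 high; Replication: singlicate.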
TAAR1 agonist: agonists of human TAAR1; hit rate 0.99% among 360,000; AID 624467; CHO RD-HGA16 TAAR1, Fluo-8 calcium fluorescence; vehicle wells 0%, saturating PEA agonist 100%; Q96RJ0; activation, % at 3 µM;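 active = activation above the mean activation of all test compounds in the run plus 3 SD, cut at about 38% in these data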
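System: CHO-derived RD-HGA16 cells with stable Gα16 and human TAAR1. Times: 17-24 h plating, Fluo-8 75 min 37 °C, 30 min RT. Measured by: calcium-sensitive Fluo-8 signal, excitation 470-495, emission 515-575 nm. Read-out basis: % activation relative to PEA EC100 response. Control set: DMSO and PEA EC100. Repeats: no replicates (n 1).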
TAAR1 antagonist: antagonists of human TAAR1. Q96RJ0. CHO RD-HGA16 TAAR1, Fluo-8 calcium fluorescence, antagonist. inhibition, % at 3 µM. hit rate 1.5% among 360,000. AID 624466;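 active = inhibition above a per-plate cutoff, the mean inhibition of test compounds on that plate plus 3 SD, cut at about 49% in these data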;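 also: 0% = DMSO plus EC80 beta-PEA response and 100% = DMSO alone without agonist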
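test system = CHO RD-HGA16 cells bearing hTAAR1 | replication = singlicate | controls = DMSO-only wells and EC80 β-PEA-stimulated wells | reagent = EC80 β-phenethylamine stimulus | read-out basis = percent inhibition of PEA-evoked calcium signal, max/basal emission ratio | schedule = seeding 17-24 h prior, 75-min 37 °C, 30-min RT dye loading | signal = kinetic Fluo-8 calcium fluorescence measurement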
M1 ag: agonists of human M1 muscarinic receptor. activation, % at 3 µM. CHO-K1 hM1, Fluo-8 calcium fluorescence, agonist mode; 0% DMSO, 100% acetylcholine EC100. hit rate 0.33% among 360,000. P11229;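 active = activation above the run's mean compound activation plus 3 SD, cut at about 16% in these data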;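 also: peak over basal fluorescence ratio within a 140 s kinetic read after compound addition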
Target sequence (P11229 whole entry, looked up): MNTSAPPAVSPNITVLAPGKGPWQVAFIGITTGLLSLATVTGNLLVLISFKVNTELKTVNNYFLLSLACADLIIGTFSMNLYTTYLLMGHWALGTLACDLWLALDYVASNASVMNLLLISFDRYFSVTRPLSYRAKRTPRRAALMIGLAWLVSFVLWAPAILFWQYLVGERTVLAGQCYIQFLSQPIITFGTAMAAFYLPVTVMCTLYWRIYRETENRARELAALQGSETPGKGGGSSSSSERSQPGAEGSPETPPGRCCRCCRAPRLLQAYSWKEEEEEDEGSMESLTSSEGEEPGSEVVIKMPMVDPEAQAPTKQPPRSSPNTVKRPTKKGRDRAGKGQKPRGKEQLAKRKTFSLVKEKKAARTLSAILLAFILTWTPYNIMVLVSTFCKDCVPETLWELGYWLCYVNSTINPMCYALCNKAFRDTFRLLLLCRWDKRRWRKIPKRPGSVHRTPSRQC
CHO parental Ca: counter-screen: ATP calcium response change in parental CHO cells. parental CHO-K1, ATP-induced calcium, Fluo-8 fluorescence. inhibition, % at 5.6 µM. hit rate 0.63% among 330,000. AID 463079;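 active = inhibition above that plate's mean sample inhibition plus 3 SD, cut at about 26% in these data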;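 also: 0% = ATP-challenged DMSO wells and 100% = DMSO wells without ATP; some compounds past the cut are filed as inactive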
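Assay system: untransfected parental CHO cell line. Also added: ATP agonist challenge. Dosing: one dose, 5.6 µM nominal. Measured by: Fluo-8 fluorescence. Read-out: % inhibition. Benchmarks: ATP wells versus no-ATP DMSO wells. Repeats: no replicates.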
CHO-K1 Ca antag: nonselective inhibitor or artifact in parental CHO-K1 cells; ATP-induced calcium, Fluo-8 fluorescence; inhibition, % at 3 µM; hit rate 0.6% among 360,000;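 active = inhibition above a per-plate cutoff, the plate's mean sample inhibition plus 3 SD, cut at about 24% in these data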;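 also: 0% = DMSO plus EC80 ATP and 100% = DMSO alone without ATP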
Numbers without * were called inactive; . = not tested or not shown.

SMILES | M1 ag parental | V1R ag counter | CHO-K1 Ca PAM | OXTR potentiator | TAAR1 agonist | TAAR1 antagonist | M1 ag | CHO parental Ca | CHO-K1 Ca antag
O=C(Nc1ccc(C(F)(F)F)cc1)c1cc(S(=O)(=O)NCC2COc3ccccc3O2)ccc1F (centres undefined) | 0.2 | 3.4 | -12.4 | -11.4 | 8.2 | 20.4 | -0.8 | -10.6 | 14.3
COc1ccc(NC(=O)CCNS(=O)(=O)c2cccc3nsnc23)c(OC)c1 | 1.3 | -0.2 | 3.0 | -9.8 | 4.8 | -19.1 | -4.4 | -3.4 | -11.3
CCCCC1CCC(C(=O)OC(C)C(=O)Nc2ccc(NC(C)=O)cc2)CC1 (centres undefined) | -0.2 | 0.0 | 24.4 | -11.9 | -0.1 | -16.5 | -0.4 | -28.4 | -18.5
O=C(NNC(=O)C1C2C=CC(C2)C1C(=O)O)c1cc(Cl)ccc1O (centres undefined) | 2.8 | . | 26.1 | . | 1.2 | -24.6 | 0.3 | . | -14.0
COc1cccc(N2C(=O)CC(N3CCC(c4nc5ccccc5[nH]4)CC3)C2=O)c1 (centres undefined) | 0.8 | -0.9 | 15.9 | -11.4 | 19.2 | -19.6 | -2.1 | 1.2 | -8.6
CCOC(=O)C1=C(C)NC(=O)NC1c1ccc(-c2ccc(Cl)cc2)o1 (centres undefined) | 0.1 | -0.4 | -11.7 | -9.3 | 6.6 | -17.1 | -3.0 | -10.9 | 5.3
O=S1(=O)N=C(Oc2cccc3ccccc23)c2ccccc21 | 1.3 | 1.0 | 24.1 | -3.9 | 4.5 | -11.6 | -4.4 | -2.8 | -1.4
CN(C(=O)COC(=O)CSc1ccccc1)c1c(N)n(Cc2ccccc2)c(=O)[nH]c1=O | -0.6 | . | -14.1 | . | 0.7 | -17.1 | 0.6 | . | 13.9
CCCCCCCCNS(=O)(=O)CCNCc1ccco1 | -0.6 | . | 10.4 | . | 2.9 | -5.4 | -4.4 | . | -2.3
CCOC(=O)CNc1ccc2c(c1)OCO2 | 1.3 | 2.1 | 11.9 | -14.0 | 11.3 | 1.8 | -1.5 | 6.8 | -13.2
CC1(C)CC(=O)C(C(=O)Cc2ccccc2[N+](=O)[O-])C(=O)C1 | 0.2 | -0.3 | 16.3 | -12.9 | 5.3 | -3.1 | -2.5 | -3.4 | -1.3
Cc1ccc(NC(=S)NN2CCN(C)CC2)cc1 | 0.5 | 0.2 | 9.8 | -2.6 | -0.7 | 1.6 | -5.8 | 0.8 | -4.4
O=C(Cn1ncc(N2CCCC2)c(Br)c1=O)c1ccc(Cl)cc1 | 1.0 | -0.4 | 5.7 | -8.7 | 7.5 | 7.2 | -6.3 | -3.8 | -8.1
COCCNCCCOc1ccc(C)cc1Br | 1.3 | 0.3 | 13.6 | -5.4 | 7.7 | -3.5 | -9.5 | -12.8 | 6.5
COC(=O)c1ccc(CSc2nc3ccccc3c(=O)n2-c2ccc(OC)c(OC)c2)o1 | 3.0 | 2.0 | 19.6 | -0.1 | 7.5 | 3.9 | 0.6 | -4.2 | -21.2
CC(C)(C)n1nc2c(c1NC(=O)Cc1ccc([N+](=O)[O-])cc1)CS(=O)(=O)C2 | 0.8 | 1.6 | -7.0 | -0.1 | 2.0 | -25.7 | -1.8 | -9.3 | -4.5
NC(=O)CC(NC(=O)Cc1ccc(Br)cc1)c1ccc(NC2CC3CCC2C3)c([N+](=O)[O-])c1 (centres undefined) | 0.6 | -0.2 | 17.9 | -1.0 | 11.4 | -3.3 | -0.6 | -29.2 | -19.9
CC(=O)Nc1nc(-c2ccccc2)cc(-c2ccco2)c1C#N | 0.1 | -0.5 | 4.9 | -5.2 | 8.0 | -15.3 | -0.5 | -4.5 | -18.5
CSc1nsc(SCC(=O)Nc2ccc(OC(C)=O)cc2)n1 | 3.4 | 2.4 | -19.1 | -3.4 | -1.0 | 3.7 | -2.9 | -16.5 | -5.7
Cc1cc(C)c(S(=O)(=O)NCc2ccc3c(c2)OCO3)c(C)c1 | 1.2 | . | -16.0 | . | 5.9 | 5.7 | 1.7 | . | 5.4
O=C1OC(c2cccs2)=N/C1=C/c1ccc(-c2cccc(C(=O)O)c2)o1 | 0.0 | . | 0.9 | . | 4.7 | -6.8 | -4.0 | . | -4.3
CCOC(=O)C1(Cc2cccc(F)c2)CCN(C(=O)COC)CC1 | 1.1 | 0.0 | 27.8 | -0.6 | -0.2 | -30.9 | -1.9 | -11.3 | -18.0
COc1ccccc1N1CCN(S(=O)(=O)c2cccs2)CC1 | 0.3 | -0.2 | 11.3 | -3.1 | 9.8 | -4.8 | 0.6 | -2.7 | -19.9
O=C(CS(=O)(=O)Cc1ccccc1)NCCc1ccc(F)cc1 | 0.3 | 1.3 | 1.5 | -3.6 | 8.3 | -14.4 | 3.0 | -0.5 | -7.2
Cc1ccc(C)c(-n2c(-c3ccncc3)n[nH]c2=S)c1 | 0.6 | 0.2 | 10.8 | 0.4 | 0.8 | -13.5 | -0.5 | -11.7 | -7.2
O=C(/C=C/Nc1cccc(C(F)(F)F)c1)c1ccc(Oc2ncccn2)cc1 | -0.6 | 0.3 | -3.0 | -12.0 | 5.3 | 2.1 | 0.9 | -16.9 | 10.9
O=C(NCc1ccccc1Cl)c1cnn2cccnc12 | 6.8 | 6.5 | 22.1 | -8.6 | 0.4 | 5.3 | -3.4 | -10.6 | -2.8
O=C1NC[C@H](Cc2ccccc2)N(C[C@H]2CCCN2C[C@H](Cc2ccccc2)N2C[C@H](Cc3ccccc3)N(CC3CCCCCC3)C(=O)C2=O)C1=O | 0.6 | . | 13.5 | . | -0.5 | -1.2 | -2.3 | . | -0.5
Cc1ccc(-c2nc(SCC(=O)c3c(N)n(C4CC4)c(=O)[nH]c3=O)n[nH]2)cc1 | 0.3 | 1.4 | -8.8 | -2.4 | 2.4 | -24.5 | 6.7 | -3.2 | 13.8
O=[N+]([O-])c1ccc(N2CCN(c3cccc(Cl)c3)CC2)nc1 | 0.3 | -0.5 | -2.6 | -10.4 | 1.2 | 16.1 | -2.8 | -4.5 | 6.9
COc1ccc(C)cc1N(C(=O)c1ccco1)C(C(=O)NC1CCCC1)c1cc(OC)c(OC)c(OC)c1 (centres undefined) | 0.0 | -0.6 | 21.6 | -6.9 | 1.1 | -14.4 | -4.4 | -13.5 | -22.8
CCCCCn1nc(C(=O)N(CCOC)c2c(N)n(CCCC)c(=O)[nH]c2=O)c2ccccc2c1=O | 1.1 | -1.0 | 2.9 | -6.5 | 2.0 | -9.4 | -3.4 | 0.5 | 0.1
COc1ccccc1-n1c(=O)c2c3c(sc2n2c(SC)nnc12)CCC3 | 0.4 | 0.9 | 15.3 | -3.3 | 2.2 | -11.1 | -2.1 | -15.6 | -12.7
CC1CCN(C(=O)COC(=O)c2cc(=O)[nH]c3ccccc23)CC1 | -0.1 | -0.5 | 19.7 | -4.1 | 10.1 | -17.4 | -4.9 | -3.2 | -18.4
CCOC(=O)c1ccc(NC(=O)c2nc[nH]c2C(=O)N[C@@H](CC(C)C)C(=O)OCc2ccccc2)cc1 | -0.2 | 1.7 | 10.3 | -8.7 | 6.7 | -14.1 | -2.2 | -12.9 | -7.0
C#CCSc1ncc(-c2ccccc2)cn1 | -0.1 | -0.8 | 7.0 | -9.2 | 3.2 | -15.7 | -15.7 | -17.1 | 2.1
COc1ccc(CCN2C(=O)c3ccccc3C2c2nnnn2-c2ccc3c(c2)OCCO3)cc1OC (centres undefined) | 1.8 | . | 13.2 | . | 1.6 | -3.4 | . | . | -20.3
CC(C)(C)Cc1nnc(NC(=O)CCc2ccccc2)s1 | 0.0 | -0.5 | 7.6 | 1.3 | -0.2 | -7.7 | 0.1 | -17.1 | 1.3
COc1ccccc1N1CCN(CC(C)N(C(=O)C2CCCCC2)c2ccccn2)CC1 (centres undefined) | 0.5 | 0.1 | -7.0 | -6.0 | 1.6 | 2.8 | -2.4 | -5.5 | 1.5
CC(=O)C1=C(C)NC(C)=C(C(C)=O)C1c1cccs1 | 0.4 | 0.8 | -6.4 | -1.9 | 0.2 | 0.9 | -1.9 | -20.3 | 8.7
O=C(Nc1ccc2c(c1)OCO2)c1noc2c1CCCC2 | 0.6 | 0.0 | -22.0 | -3.5 | -0.3 | -29.1 | -10.4 | 1.4 | -10.5
CC(=O)C1C(c2ccco2)c2c(noc2C)CC1(C)O (centres undefined) | 0.4 | -0.6 | 11.6 | 1.6 | -1.1 | -5.8 | -0.7 | 0.2 | -2.9
CC(=O)[C@H]1CC[C@H]2[C@@H]3CCC4=CC(=O)CC[C@]4(C)[C@H]3[C@H](O)C[C@]12C | 1.3 | 1.3 | 14.0 | -3.0 | 0.6 | -3.9 | -6.7 | 1.1 | 1.4
CN(C(=O)C1CCCN(S(=O)(=O)c2cccc([N+](=O)[O-])c2)C1)C1CCS(=O)(=O)C1 (centres undefined) | 0.3 | 0.6 | 12.0 | -12.7 | 12.3 | -2.1 | -9.2 | -9.1 | 2.7
CSc1nnc(NC(=O)C2CCCCC2)s1 | 0.1 | -0.1 | 12.6 | -4.1 | 1.5 | 3.2 | -2.4 | -9.7 | 0.0
O=C1NC[C@H](c2ccccc2)OC(=O)[C@H](Cc2ccc(F)cc2)C/C=C\C[C@H]1CC(=O)N(CCO)Cc1ccccc1 | 7.7 | 1.0 | -7.0 | -7.9 | 38.2* | 81.5* | 0.6 | -23.3 | 6.1
O=C1c2sc3nc4ccccc4n3c2C(=O)N1c1ccccc1Cl | 2.8 | 2.5 | 2.7 | -14.5 | 10.1 | 14.8 | -1.9 | -29.1 | -14.8
C[C@H](NC(=O)CC[C@H]1O[C@@H](n2ccc(=O)[nH]c2=O)[C@H](O)[C@@H]1O)C(=O)O | -0.3 | . | -2.6 | . | 1.6 | -17.0 | -0.4 | . | 9.9
COc1ccc(OC)c(CC(NC(C)=O)C(=O)NC2CCN(C(=O)c3cccc(C)c3)CC2)c1 (centres undefined) | -0.1 | . | -14.9 | . | 2.5 | -12.9 | -4.0 | . | 2.2

Complete entries from above. Screens in order: M1 ag parental	V1R ag counter	CHO-K1 Ca PAM	OXTR potentiator	TAAR1 agonist	TAAR1 antagonist	M1 ag	CHO parental Ca	CHO-K1 Ca antag
O=C1c2sc3nc4ccccc4n3c2C(=O)N1c1ccccc1Cl across the screens: 2.8	2.5	2.7	-14.5	10.1	14.8	-1.9	-29.1	-14.8
O=C1NC[C@H](c2ccccc2)OC(=O)[C@H](Cc2ccc(F)cc2)C/C=C\C[C@H]1CC(=O)N(CCO)Cc1ccccc1 across the screens: 7.7	1.0	-7.0	-7.9	38.2*	81.5*	0.6	-23.3	6.1
